# S1P4 agonist = activates the human S1P4 receptor | S1P4-expressing cell line, agonist reporter assay | activation, % at 4.98 µM | 220,000 tested, 0.35% active | AID 1509; in the data active = activation above about 11%;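 also: 0% = DMSO vehicle and 100% = reference agonist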
# BaF3 tox = reduces parental Ba/F3 cell viability, JAK2V617F counter-screen; CellTiter-Glo ATP luminescence; inhibition, % at 5.6 µM; 220,000 tested, 1.1% active; AID 1486;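 active = inhibition above a per-campaign cutoff, the mean inhibition of all tested compounds plus 3 SD, cut at about 27% in these data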;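 also: 0% = DMSO wells and 100% = JAK Inhibitor I control wells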
# Ba/F3 V617F tox = loss of viability in JAK2V617F-driven Ba/F3 cells; inhibition, % at 5.6 µM; Ba/F3 EpoR-JAK2V617F viability, ATP luminescence; 220,000 tested, 1.1% active;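 active = inhibition above the campaign mean plus 3 SD over all tested compounds, cut at about 24% in these data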;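 also: cytokine-independent growth of Ba/F3 cells driven by EpoR plus mutant JAK2; 0% = DMSO-treated cells and 100% = JAK inhibitor I control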
# PERK inhibitor = blocks human PERK kinase. inhibition, % at 5.6 µM. AID 1416. Q9NZJ5. 220,000 tested, 0.17% active. CHO PERK-DD fusion, SEAP luminescence translation reporter;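 active = inhibition above the mean inhibition of all tested compounds plus 3 SD, set separately per screening campaign, cut at about 2.9% in these data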;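 also: PERK kinase domain activated by AP20187 dimerizer at 100 nM; 0% = DMSO with dimerizer and 100% = rapamycin at 8.4 µM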
# Target sequence (Q9NZJ5 whole entry, looked up, the tested form may be a part): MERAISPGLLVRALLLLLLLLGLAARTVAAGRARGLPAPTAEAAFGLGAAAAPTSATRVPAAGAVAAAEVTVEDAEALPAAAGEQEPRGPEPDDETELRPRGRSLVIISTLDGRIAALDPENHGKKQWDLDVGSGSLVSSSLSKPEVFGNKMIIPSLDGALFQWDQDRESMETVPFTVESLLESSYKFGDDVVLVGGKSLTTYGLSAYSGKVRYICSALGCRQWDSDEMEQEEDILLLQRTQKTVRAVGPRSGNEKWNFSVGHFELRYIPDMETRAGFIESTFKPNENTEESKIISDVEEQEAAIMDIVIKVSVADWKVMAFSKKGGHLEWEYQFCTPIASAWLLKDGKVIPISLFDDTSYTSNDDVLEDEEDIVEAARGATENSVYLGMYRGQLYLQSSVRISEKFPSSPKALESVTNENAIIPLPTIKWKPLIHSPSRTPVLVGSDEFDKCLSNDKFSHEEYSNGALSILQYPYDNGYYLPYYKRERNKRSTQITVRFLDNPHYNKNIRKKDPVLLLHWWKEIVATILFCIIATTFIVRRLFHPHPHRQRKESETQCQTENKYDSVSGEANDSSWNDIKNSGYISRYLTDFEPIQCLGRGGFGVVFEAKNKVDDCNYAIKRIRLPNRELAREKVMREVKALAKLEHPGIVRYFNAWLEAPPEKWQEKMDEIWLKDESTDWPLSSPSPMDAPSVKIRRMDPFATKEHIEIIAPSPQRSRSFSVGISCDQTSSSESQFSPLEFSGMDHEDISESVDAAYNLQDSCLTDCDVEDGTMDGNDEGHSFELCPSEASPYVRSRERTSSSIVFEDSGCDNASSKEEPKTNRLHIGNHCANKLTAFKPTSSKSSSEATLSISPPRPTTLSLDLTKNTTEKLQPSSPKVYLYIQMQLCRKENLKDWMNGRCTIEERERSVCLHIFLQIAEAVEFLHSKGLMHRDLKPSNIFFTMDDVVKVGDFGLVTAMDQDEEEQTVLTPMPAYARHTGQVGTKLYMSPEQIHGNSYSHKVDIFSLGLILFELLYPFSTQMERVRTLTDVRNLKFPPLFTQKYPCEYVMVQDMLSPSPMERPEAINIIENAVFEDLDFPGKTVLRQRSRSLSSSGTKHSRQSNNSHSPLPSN
# eIF4E 4G PPI = eIF4E/eIF4G interaction inhibition in translation initiation. AID 782. TR-FRET eIF4E-eIF4GI(517-606) binding, 2 h. 220,000 tested, 0.37% active. inhibition, % at 21.7 µM;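 active = inhibition above about 30%, limit read from the data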;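 also: 0% = full FRET control wells and 100% = background wells lacking eIF4GI fragment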
# NPY2 pot ag = potentiates or activates human NPY-Y2 receptor; P49146; cells expressing NPY-Y2, potentiator/agonist read-out; activation, % at 3.6 µM; 220,000 tested, 0.45% active; AID 1359; in the data active = activation above about 27%;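 also: cells stimulated with NPY near EC25 plus isoproterenol at EC100; 0% = vehicle plus submaximal agonist and 100% = vehicle plus saturating agonist; some results beyond the cut were filed as inactive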
# S1P4 antagonist = blocks the human S1P4 receptor; inhibition, % at 4.98 µM; S1P4-expressing cells, antagonist mode, reporter read-out; 220,000 tested, 0.26% active; AID 1510; in the data active = inhibition above about 29%;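 also: 0% = wells stimulated with agonist and 100% = vehicle wells without agonist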
# Mdm2 ligase inh = inhibitors of human Mdm2 E3 ubiquitin ligase | cell-based MDM2 ubiquitination luciferase reporter, 2 h; 0 = plate control, 100 = twice control, blank-subtracted | signal enhancement, % at 5 µM | 210,000 tested, 0.11% active;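 active = signal enhancement of 30% or more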;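 also: luminescence tracks abundance of the self-degrading MDM2-luciferase fusion protein; higher signal means inhibition of MDM2 E3 ligase activity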
#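 Material: stable MDM2–luciferase fusion reporter cells / Quantity: 2000 cells/well / Dosing: single 5 µM compound dose, 0.2% final DMSO / Buffer or medium: DMEM / Schedule: 4 h cell settling then 2 h compound exposure, 37 °C / Detection: luminescence with SteadyLite reagent, 15 min at room temperature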
# Wee1 stabilizer = blocks degradation of human Wee1 kinase | P30291 | HeLa Luc-Wee1K328M stability, luciferase luminescence; 100% = proteasome inhibitor MG132 effect | reporter increase, % at 5 µM | 220,000 tested, 1.2% active | AID 1321;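 active = activation above the mean of all tested compounds plus 3 SD, set per screening run, cut at about 8.8% in these data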;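 also: cells exposed to compound for 20 h before luminescence read; 0% = DMSO alone and 100% = MG132 at 30 µM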
# * = called active by the depositor; nt = no result given; [ ] = remark or other dose. The order is random (roughly 4.1% active in at least one column).
SMILES,S1P4 agonist,BaF3 tox,Ba/F3 V617F tox,PERK inhibitor,eIF4E 4G PPI,NPY2 pot ag,S1P4 antagonist,Mdm2 ligase inh,Wee1 stabilizer
COc1ccc(-c2cc(-c3ccccc3)c(C#N)c(SCC(=O)Nc3ncc(C)s3)n2)cc1,-0.3,5,-1,0.0,-3[fluorescence artefact?],7,-15,-5,-3
CCOc1cc(C(=O)NC)cc(OCC)c1OCC,-0.4,0,-2,0.8,4,33,9,-14,0
CCN(CC)CCn1c2ccc(Cl)cc2c2nc(C)sc21,3.5,1,-1,-2.1,-7,-16,1,-19,1
Cc1cc(C(F)(F)F)nc(SCC(=O)NC2=NC(=O)C(C)S2)n1 (centres undefined),0.4,4,-2,1.5,0,-20,5,13,-1
Fc1ccccc1C1CCN(Cc2nc(CC3CC3)no2)C1 (centres undefined),0.8,0,-1,1.5,5,1,-11,-7,-2
CC(C)(C)NC(=O)Nc1cccc(Cl)c1Cl,0.3,8,3,0.6,-2,-16,7,-2,-4
COc1ccc(C(=O)NCCc2nnc(SCc3nc4ccccc4c(=O)[nH]3)n2C)cc1,2.2,1,-3,0.6,0,5,-37,-2,0
N#CC1=C(S)N=C(N)C(c2nc(-c3ccccc3)cs2)C12CCCC2 (centres undefined),-0.3,10,3,-0.5,-13,-17,-5,-14,-1
CCN1C(=O)N(CC)C2NC(=S)NC21 (centres undefined),0.0,7,2,-0.3,4,-9,-10,-8,-1
CCOc1cccc(NCc2cc3c(C(C)(C)C)nn(-c4ccccc4)c3[nH]c2=O)c1,0.0,4,-1,-0.1,-2,13,1,-13,-3
O=C(Nc1cccc([N+](=O)[O-])c1)c1ccncc1,0.8,3,0,0.9,3[fluorescence artefact?],-1,-13,-11,-2
Nc1nc(SCC(=O)N2CCCc3ccccc32)[nH]c(=O)c1-c1ccccc1,0.6,6,1,-0.1,6,-17,3,-9,-1
O=C(Nc1ccc(CN2CCOCC2)cc1)c1ccc(-c2ccc(Br)cc2)o1,-2.7,4,-1,-0.1,2[fluorescence artefact?],-39,-10,-33,2
S=C(NCCc1ccccc1)Nc1ccc(Cl)cc1,-1.2,4,-1,0.6,-3[fluorescence artefact?],4,-1,5,-1
CCN1C(=O)c2ccccc2S(=O)c2ccc(C(=O)N3CCOCC3)cc21 (centres undefined),0.4,-6,-2,-0.1,-5,1,-8,nt,3
Cc1ccc(CN(C(=O)c2ccco2)C(C(=O)NC2CCCC2)c2ccc(N3CCOCC3)cc2)cc1 (centres undefined),-2.6,9,0,-1.2,-1,7,-2,-7,0
COC(=O)c1ccc(NCN2C(=O)C3C4CCC(C4)C3C2=O)cc1 (centres undefined),-1.5,-2,-4,-0.1,6,8,-5,-26,0
CCCOc1cccc(-c2cc(C(=O)NNC(=S)NCC)c3ccccc3n2)c1,-0.1,3,2,-2.3,-1,-7,10,-9,6
N#Cc1ccc(NC(=O)c2cc(=O)c3ccccc3o2)cc1,0.9,0,-4,0.2,1,-2,1,2,-1
Cc1nsc2c1ccc1ccccc12,2.4,2,-6,0.9,5,-11,-6,0,-4
COc1ccc(CCNc2oc(COc3ccccc3Cl)nc2C#N)cc1OC,0.4,2,4,-0.6,3,-12,-2,-16,-3
O=C(Cn1nc(-c2ccc(F)cc2)ccc1=O)Nc1ccc(C(=O)NC2CC2)cc1,-3.4,2,-3,-0.4,-1,6,11,-13,2
Cn1nnc(C(O)CNCc2cccs2)n1 (centres undefined),-3.6,3,-3,1.2,nt,-3,15,-16,2
COc1cccc(N/C=C/C(=O)c2ccc(Cl)cc2)c1,1.5,-3,-2,0.0,14,-5,-13,-62,-1
CCOC(=O)CN(C(=O)CSc1nnc(-c2ccncc2)n1CCCN(C)C)c1ccccc1,3.7,2,-2,1.8,-2,2,5,-19,-1

# Reprinted at random: 6 records from the list
SMILES,S1P4 agonist,BaF3 tox,Ba/F3 V617F tox,PERK inhibitor,eIF4E 4G PPI,NPY2 pot ag,S1P4 antagonist,Mdm2 ligase inh,Wee1 stabilizer
CCOc1cc(C(=O)NC)cc(OCC)c1OCC,-0.4,0,-2,0.8,4,33,9,-14,0
N#CC1=C(S)N=C(N)C(c2nc(-c3ccccc3)cs2)C12CCCC2 (centres undefined),-0.3,10,3,-0.5,-13,-17,-5,-14,-1
O=C(Cn1nc(-c2ccc(F)cc2)ccc1=O)Nc1ccc(C(=O)NC2CC2)cc1,-3.4,2,-3,-0.4,-1,6,11,-13,2
Cc1cc(C(F)(F)F)nc(SCC(=O)NC2=NC(=O)C(C)S2)n1 (centres undefined),0.4,4,-2,1.5,0,-20,5,13,-1
CCN1C(=O)c2ccccc2S(=O)c2ccc(C(=O)N3CCOCC3)cc21 (centres undefined),0.4,-6,-2,-0.1,-5,1,-8,nt,3
O=C(Nc1ccc(CN2CCOCC2)cc1)c1ccc(-c2ccc(Br)cc2)o1,-2.7,4,-1,-0.1,2[fluorescence artefact?],-39,-10,-33,2

# Next section.
SMILES,S1P4 agonist,BaF3 tox,Ba/F3 V617F tox,PERK inhibitor,eIF4E 4G PPI,NPY2 pot ag,S1P4 antagonist,Mdm2 ligase inh,Wee1 stabilizer
CS(=O)(=O)Nc1ccc(C(=O)NCCSCc2c(F)cccc2Cl)cc1,-1.6,6,2,1.1,-1,-7,-13,-5,3
Cc1ccc(C2=Nc3ccccc3N(C(=O)c3ccccc3)C(C)C2)cc1 (centres undefined),-0.5,3,0,-1.6,3,-2,-5,4,-3
CC1(C)CC(=O)C2=C(C1)N=C1SCCC(=O)N1C2c1cccc([N+](=O)[O-])c1 (centres undefined),-0.9,10,2,-0.1,1,15,7,9,12*
Cc1ccc2c(c1)c(C)c(C)n2CC(O)Cn1nc(C)cc1C (centres undefined),-1.2,3,-2,0.2,5,17,2,-26,6
CCOc1ccccc1CN1CCN(C2CCN(c3ccccc3F)CC2)CC1CCO (centres undefined),-0.4,1,-1,1.0,2,5,15,-1,5
Cn1cnnc1SCC(=O)Nc1ccc(Br)cc1F,-0.1,0,-3,0.4,-1[fluorescence artefact?],-4,-10,-12,8
Cc1ccc(-n2c(Cc3cccn3C)nnc2SCC(N)=O)cc1,2.4,2,-1,-0.8,-9,-1,1,8,-1
Cc1ccc(-c2nn(-c3ccccc3)cc2CSC(=N)N)cc1,-1.3,5,2,-1.0,3,-5,19,-22,2
CC(=O)C1=NN(c2ccccc2)C(c2cccs2)N1c1ccccc1 (centres undefined),-0.3,43*,22,0.8,-6,-2,10,-15,1
CCOc1ccc(CNC(=O)CCS(=O)(=O)Cc2ccccc2C)cc1OC,0.1,2,-2,0.7,-3,14,-12,-5,2
C#CC(C)(C)NC(=S)NC1CC2C=CC1C2 (centres undefined),-0.3,0,0,0.2,4,14,14,-20,-1
O=C(O)c1ccc(Nc2cnc3ccccc3n2)cc1,-0.4,1,1,0.1,-1,2,7,-17,3
CC(=O)c1c(C)[nH]c(C(=O)CSc2nnc(-c3cccs3)n2Cc2ccccc2)c1C,-0.4,1,-3,-1.6,-2,-4,-5,-10,2
Oc1ccc(Br)cc1-c1nc2cnccn2c1NC1CCCC1,0.0,3,0,-0.2,nt,-1,-10,-16,2
CC(C)(C)OC(=O)N1CCOCCOCCN(C(=O)OC(C)(C)C)CCOCC1,0.4,2,1,-0.7,6,0,6,-20,3
CCSc1ncc(Cl)c(C(=O)N(Cc2ccc(N(C)C)cc2)C2CCS(=O)(=O)C2)n1 (centres undefined),1.4,4,1,-1.3,-9,4,-9,-10,2
O=C(c1ccccc1)c1ccc(CN2C(=O)c3ccccc3C2=O)o1,3.6,2,0,-0.3,18,-24,-17,-9,-1
O=C(CN1CCN(Cc2ccc3c(c2)OCO3)CC1)Nc1ccc(F)cc1,0.6,6,1,0.7,0,2,-19,-3,-2
CCC1C(=O)N=C(SCC(=O)Nc2ccc(C(=O)OC)cc2)NC1=O (centres undefined),0.2,4,-2,1.6,-14[fluorescence artefact?],-2,-15,-16,-3
Cc1ccc(S(=O)(=O)Cc2c(C)noc2C)cc1,1.0,3,-1,1.4,-1,4,-5,-19,1
O=[N+]([O-])C1=CC=C2C(=NC3(CCCCC3)N2O)C1=NCCc1ccccc1,-0.1,-1,-3,1.6,1,1,-3,31*,-1
O=C(O)CSc1nnc(CNc2cccc(C(F)(F)F)c2)n1Cc1ccco1,1.4,1,-1,0.3,-9,-7,-10,-7,2
Cc1nn(CC(=O)NCc2ccc(C(=O)O)cc2)c(C)c1[N+](=O)[O-],0.4,8,2,1.6,3,8,-8,-14,1
COc1ccc(CNC(=O)c2ccc(Br)cc2)cc1,0.9,8,-2,0.5,-1,-5,-5,-5,-2
Cc1ccc(-n2nccc2-c2nn(-c3cccc(C(F)(F)F)c3)c(=O)n(C)c2=O)cc1,1.9,2,4,0.3,2,-9,-10,-12,-2
O=S1(=O)CCN(Cc2cccc(Cl)c2)CC1,-0.4,-1,-1,0.1,-6,-7,-8,-8,-3
O=S(=O)(Nc1ccc(Cl)c(C(F)(F)F)c1)c1cnc[nH]1,0.7,4,2,0.1,3,4,-7,-16,0
O=C(OC1CCOC1=O)c1ccc2ccccc2n1 (centres undefined),0.3,-1,-1,0.9,-1,6,3,0,1
CON(C)S(=O)(=O)c1ccc2c(c1)N(Cc1ccc(C)cc1)C(=O)C1CCCN21 (centres undefined),0.1,12,2,0.4,-2,-14,2,5,3
CCCc1nnc(SCC(=O)N2CCOCC2)n1Cc1ccco1,-2.4,2,5,-0.1,8,11,-19,-2,2

# A draw from above in order of formula weight, smallest number first.
SMILES,S1P4 agonist,BaF3 tox,Ba/F3 V617F tox,PERK inhibitor,eIF4E 4G PPI,NPY2 pot ag,S1P4 antagonist,Mdm2 ligase inh,Wee1 stabilizer
C#CC(C)(C)NC(=S)NC1CC2C=CC1C2 (centres undefined),-0.3,0,0,0.2,4,14,14,-20,-1
Cc1ccc(S(=O)(=O)Cc2c(C)noc2C)cc1,1.0,3,-1,1.4,-1,4,-5,-19,1
Cc1ccc(-c2nn(-c3ccccc3)cc2CSC(=N)N)cc1,-1.3,5,2,-1.0,3,-5,19,-22,2

# Bioassay records as filed in PubChem.
